Source: PubChem
14-3-3 Bad inh: disrupts binding of bovine 14-3-3 zeta to phospho-Bad peptide. actives 0.71% (n = 220,000). TR-FRET 14-3-3zeta/Dy647-pBad peptide displacement, 1 h. AID 781. inhibition, % at 21.7 µM;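 active = inhibition above about 70%, limit read from the data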;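 also: 0% = full 14-3-3 plus peptide FRET controls and 100% = background without 14-3-3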
Hck-Nef inh: blocks Nef-activated human Hck kinase | P08631 | Recombinant Hck-YEEI plus Nef, Z-Lyte FRET kinase assay | inhibition, % at 20 µM | actives 0.68% (n = 220,000) | AID 463187;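 active = Hck-Nef kinase inhibition above about 50%, limit read from the data; inactive = inhibition below that limit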;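 also: 0% = DMSO with Hck plus Nef and 100% = Hck alone without Nef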
thrombin 1536: inhibitors of human thrombin; P00734; alpha-thrombin, Boc-VPR-AMC fluorogenic substrate cleavage; inhibition, % at 5 µM; actives 0.26% (n = 220,000);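 active = inhibition at or above 40%; inactive = inhibition below 40%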;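 also: 0% = enzyme with no compound and 100% = wells without enzyme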
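signal = AMC fluorescence, 355/460 nm | material = human alpha-thrombin enzyme | control set = enzyme without compound as high, wells lacking enzyme as low | times = reaction at room temperature | read-out basis = percent inhibition scaled between no-compound controls and no-enzyme blanks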
Runt-SMMHC FRET: Runt domain-CBFb-SMMHC interaction inhibition. Q01196+Q13951. AID 1434. Cerulean-Runt/Venus-CBFb-SMMHC FRET ratio 530/480, 1 h. inhibition, % at 20 µM. actives 0.74% (n = 220,000);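 active = mean inhibition across duplicate retests at 20 µM reaching about 50%, limit read from the data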;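 also: 0% = DMSO wells and 100% = wells with excess untagged CBFb-SMMHC; inhibitors lower the FRET ratio by blocking Runt binding to CBFb-SMMHC; some results filed as inactive read as strong as hits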
FXIIa inh 1536: factor XIIa (human) inhibition. P00748. purified FXIIa, Boc-QGR-AMC fluorogenic substrate, 2 h. inhibition, % at 5 µM. actives 0.3% (n = 220,000). AID 800; in the data active = inhibition above about 40%;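 also: 0% = enzyme with no compound and 100% = blank without enzyme; many of its hits are not listed in these tables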
hK5 inh: kallikrein 5 (human) inhibition; actives 0.59% (n = 210,000); inhibition, % at 5 µM; recombinant hK5, fluorogenic AMC substrate cleavage; Q9Y337;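 active = inhibition of 40% or more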;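 also: 0% = enzyme controls without compound and 100% = no-enzyme blanks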
Target sequence (Q9Y337 67-293 limits assumed): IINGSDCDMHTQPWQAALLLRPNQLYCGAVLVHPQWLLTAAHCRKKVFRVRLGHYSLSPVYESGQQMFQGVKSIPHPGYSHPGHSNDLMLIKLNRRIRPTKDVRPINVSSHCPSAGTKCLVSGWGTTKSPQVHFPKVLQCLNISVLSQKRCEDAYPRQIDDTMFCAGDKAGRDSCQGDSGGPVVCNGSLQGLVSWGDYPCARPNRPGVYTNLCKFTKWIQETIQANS
FXIa inh: inhibitors of human coagulation factor XIa. P03951. purified FXIa, Boc-Glu-Ala-Arg-AMC fluorogenic substrate. inhibition, % at 5 µM. actives 0.14% (n = 220,000). AID 798;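 active = inhibition of at least 40%; inactive = inhibition below 40%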;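 also: fluorescence of freed AMC excited at 355 nm; 0% = enzyme without compound and 100% = no enzyme blank; many of its hits are not listed in these tables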
Target sequence (P03951 19-387 limits assumed): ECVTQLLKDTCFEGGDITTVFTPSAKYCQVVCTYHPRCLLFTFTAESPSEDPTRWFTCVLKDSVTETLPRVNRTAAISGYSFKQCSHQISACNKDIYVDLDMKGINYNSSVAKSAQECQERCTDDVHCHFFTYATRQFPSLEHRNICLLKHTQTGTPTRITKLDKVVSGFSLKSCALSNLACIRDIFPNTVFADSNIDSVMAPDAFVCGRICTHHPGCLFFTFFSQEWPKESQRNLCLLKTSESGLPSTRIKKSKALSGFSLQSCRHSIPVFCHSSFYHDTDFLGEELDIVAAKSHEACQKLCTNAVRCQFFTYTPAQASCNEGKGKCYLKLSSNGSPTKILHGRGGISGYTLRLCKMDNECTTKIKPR
Target sequence (P03951 388-625 limits assumed): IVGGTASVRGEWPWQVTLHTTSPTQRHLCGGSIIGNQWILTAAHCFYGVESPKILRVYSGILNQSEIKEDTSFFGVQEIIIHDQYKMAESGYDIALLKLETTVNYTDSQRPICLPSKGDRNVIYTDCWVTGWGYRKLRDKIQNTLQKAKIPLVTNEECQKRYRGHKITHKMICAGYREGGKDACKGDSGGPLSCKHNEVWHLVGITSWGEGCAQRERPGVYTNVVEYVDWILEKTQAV
Wee1 degr inh: blocks degradation of human Wee1 kinase; reporter increase, % at 5 µM; HeLa Luc-Wee1K328M stability, luciferase luminescence; 100% = proteasome inhibitor MG132 effect; P30291; actives 1.2% (n = 220,000);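 active = activation above the mean of all tested compounds plus 3 SD, set per screening run, cut at about 8.8% in these data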;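 also: cells exposed to compound for 20 h before luminescence read; 0% = DMSO alone and 100% = MG132 at 30 µM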
Runt-CBFb FRET: inhibitors of human RUNX1 Runt domain binding to CBFb; Cerulean-Runt/Venus-CBFb FRET ratio 530/480, 1 h; inhibition, % at 20 µM; Q01196+Q13951; actives 0.46% (n = 220,000);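 active = inhibition over about 50% at 20 µM in the single-dose screen, limit read from the data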;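 also: 0% = DMSO wells and 100% = excess unlabeled CBFb competitor control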
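Assay system: Cerulean-Runt domain / Medium: Tris 50 mM pH 7.5, KCl, K2SO4, 0.01% BSA / Timing: protein complex preformed 1 h, compound exposure 1 h, room temperature, dark / Measured by: FRET, excitation 422 nm, emission at 530 and 480 nm / Evaluation: loss of energy transfer signal / Control set: 5 µM unlabeled CBFb as full-inhibition high control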
* = called active by the depositor; . = no result given; [ ] = dose if it differs, or a comment. This is a subset; the hit share may differ from the screen's.

SMILES	14-3-3 Bad inh	Hck-Nef inh	thrombin 1536	Runt-SMMHC FRET	FXIIa inh 1536	hK5 inh	FXIa inh	Wee1 degr inh	Runt-CBFb FRET
CC(C)CN(C(=O)CN1CC=C(c2ccccc2)CC1)c1c(N)n(CC(C)C)c(=O)[nH]c1=O	-7	26	-10	4	5	-1	-3	7	0
Cn1cc(C=C(C#N)C#N)c2ccccc21	-1	12	-1	-34	12	11	5	1	-14
Cc1ccc(N2C(=O)NC(=O)/C(=C/c3cnc(-c4ccccc4)nc3)C2=O)cc1C	17	19	0	8	-2	-9	9	1	-2
C=CCn1c(O)c(C(C)=NCCc2c[nH]c3ccccc23)c(=O)[nH]c1=O	-4	20	-3	4	8	-2	-3	-2	0
OC(COCc1ccc(Cl)cc1)CN1CC=C(c2ccccc2)CC1 (stereo not drawn)	45	-10	-6	-10	-2	1	-6	3	-1
O=P(O)(Oc1ccccc1)OC(c1ccccc1)C(F)(F)C(F)(F)F (stereo not drawn)	-7	11	-2	-1	8	0	0	0	2
Cc1ccc(P(=S)(c2ccc(C)o2)N2CCOCC2)o1	-3	0	-3	3	10	-13	-1	1	5
CN1CCCCC1c1ccc(-c2cccnc2)nc1 (stereo not drawn)	21	5	-4	-4	5	-1	1	-1	0
CN1CCN(CCC(=O)OC2CC3CCC(C2)N3C)CC1 (stereo not drawn)	54	10	6	0	17	1	8	-1	0
COc1cc(OC)c(C=O)c(OC(=O)N(C)C)c1	2	0	-1	-2	0	-10	-5	-2	-3
CCCCC(CC)CNCC(O)c1ccccc1 (stereo not drawn)	9	-46	23	2	24	22	33	2	-1
COc1ccc(CN2C(=O)NC(=O)/C(=C\c3cccc(OC)c3OC)C2=O)cc1	3	12	-8	12	1	2	-5	-1	7
CC(=O)OC1(c2ccccc2)CCN(C2CCCCC2)CC1C (stereo not drawn)	4	11	-2	-2	2	-2	-1	2	0
CCCCC(=O)N/N=C/c1c(O)n(Cc2ccco2)c(=O)[nH]c1=O	0	2	-9	0	12	-89	2	3	6
CCN1CCC2(CC1)NC(CO)(CO)CO2	-7[fluorescence artefact?]	-2	2	1	18	3	1	-1	-3
CCC(C)n1c(O)c(C=NCCc2ccccc2)c(=O)[nH]c1=S (stereo not drawn)	-7	11	2	1	7	-4	-4	-2	-1
C=Cn1ccnc1P(O)(=S)c1nc(C)c(CCOC(C)=O)s1 (stereo not drawn)	-12	10	1	-4	-2	-16	-6	-1	0
Cc1c(C(=O)N2CCC3(CC2)OCCO3)oc2ccc(S(=O)(=O)N3CCOCC3)cc12	8	0	-2	-1	6	0	-3	-1	-1
CN1CCN(/N=C/c2c(O)n(C)c(=O)n(C)c2=O)CC1	-7	14	-6	.	1	-4	-7	-2	.
Cc1nc2ccccc2c(=O)n1-c1ccccc1[N+](=O)[O-]	-1	-10	0	-1	1	-4	-1	0	0
Cc1ccc(-c2nn(CCC#N)cc2C(=O)O)cc1C	-22	-4	3	5	6	-24	6	5	-1
Cc1cccc(-n2c(-c3ccccc3)nc3ccccc3c2=O)n1	-3	16	-11	3	3	-3	-2	-4	1
CCC(=NCCO)c1c(O)n(-c2ccc(Cl)cc2)c(=O)[nH]c1=O	1[fluorescence artefact?]	-1	-10	-6	-7	-1	-8	-2	0
Cc1ccc(N(C)C(=O)Oc2cccc3ccc(C)nc23)cc1	-9[fluorescence artefact?]	-1	2	0	19	4	2	-3	-3
COc1ccc(-c2nn(CCC#N)cc2C(=O)O)cc1	-7	-38	-5	-1	.	-1	-2	-1	-1

New compounds follow.
SMILES	14-3-3 Bad inh	Hck-Nef inh	thrombin 1536	Runt-SMMHC FRET	FXIIa inh 1536	hK5 inh	FXIa inh	Wee1 degr inh	Runt-CBFb FRET
Cc1ccccc1NC(=O)NCCN1CC1	7	11	-1	0	4	-3	-1	0	1
O=c1[nH]c(O)c(Cc2ccc3c(c2)OCO3)c(=O)[nH]1	7	11	3	-1	8	-2	0	1	1
COc1ccc2c(c1OC)C(=O)OC2c1c(O)n(Cc2ccc(F)cc2)c(=O)[nH]c1=O (stereo not drawn)	0	-3	-1	1	-2	-24	-4	0	5
CCCCC/C(=N/O)c1c(C)[nH]c2ccccc12	-10	10	-1	0	9	0	4	-2	1
O=C(OCC(=O)c1ccc([N+](=O)[O-])cc1)/C(=C\c1ccc(Cl)cc1)NC(=O)c1ccccc1	0	3	1	2	8	5	-3	2	.
Cc1c(C(c2ccc(Br)cc2)c2c(O)c3ccccc3oc2=O)c(=O)n(-c2ccccc2)n1C (stereo not drawn)	1	-8	6	-3	9	-9	0	2	-1
O=c1[nH]c(=O)n(C2CCCCC2)c(O)c1C=Nc1ccc(N2CCOCC2)cc1	0[fluorescence artefact?]	5	-1	81	13	-10	8	-3	-57
Cn1c(O)c(C(=Nc2ccc(F)cc2)c2ccccc2Cl)c(=O)n(C)c1=O	-4	5	-4	3	5	-6	3	-4	-2
CCN(CC)CCCN=Cc1c(O)n(-c2ccccc2F)c(=O)[nH]c1=O	12	-2	-5	-4	-9	1	-8	36*	-2
Cc1ccc2c(c1)=C/C(=C\c1c(O)[nH]c(=O)[nH]c1=O)C(=O)N=2	3	9	-15	16	4	-13	-3	1	43
C[N+]12CCC(CC1)C(C#N)(N1CCOCC1)C2 (stereo not drawn)	6[fluorescence artefact?]	0	-3	2	-1	3	-6	0	-11
Cn1c(O)c(/C=N/N2CCOCC2)c(=O)n(C)c1=S	-5	18	-4	-3	5	0	0	6	2
CCCCc1ccc2[nH]cc(CCN)c2c1	3	1	0	0	12	-8	0	-1	-4
CCOC(=O)CNC(=O)CSP(=S)(OCC)OCC	3	2	-2	0	7	-4	-8	-1	1
Nc1c(C(=O)NCCc2ccccc2)c2nc3ccccc3nc2n1CCN1CCOCC1	76*[fluorescence artefact?]	53*	-1	91*	4	-9	4	-1	58*
COc1ccc(N2C(=O)NC(=O)/C(=C/c3ccc4c(c3)Cc3ccccc3-4)C2=O)cc1	24	87*	-1	-14	3	-12	0	-4	.
COc1ccc(CN2C(=O)NC(=O)/C(=C\c3ccco3)C2=O)cc1	0	32	-8	-1	9	-11	0	-2	8
O=C(C1CCN(S(=O)(=O)c2ccccc2)CC1)N1CCC2(CC1)OCCO2	4	1	-1	2	9	1	4	2	2
O=C(Cn1cc(C(=O)c2ccccc2F)c2ccccc21)NC1CC1	-5	24	-7	4	10	1	-1	-4	0
Cc1ccc(-n2c(O)c(C=Nc3ccc(Br)cn3)c(=O)[nH]c2=O)cc1	-3	23	4	-56	6	20	-2	-2	-10
COc1cccc(C2(O)CCN(Cc3ccncc3)CC2)c1	-10	23	-10	.	6	-1	-3	-3	.
O=C(c1ccccc1F)c1cn(CC(=O)N2CCCC2)c2ccccc12	-8	-14	3	-10	18	-5	6	0	-1
Cc1nn(Cc2ccccc2)c(C)c1C(=O)OCC(=O)Nc1cc(S(C)(=O)=O)ccc1Cl	6	26	-10	1	2	-3	-8	0	-1
CN1c2ccc([N+](=O)[O-])cc2CC2(C(=O)NC(=O)NC2=O)C1c1ccccc1 (stereo not drawn)	-5	1	-2	-5	8	-6	-5	0	-6
Cc1nn(Cc2c(Cl)cccc2Cl)c(Cl)c1C(=O)O	-6	0	-7	-1	6	-1	-2	8	0
CCN(CC)C(=O)c1ccc2c(c1)C1C(Cl)C(Sc3ccccc3[N+](=O)[O-])CC1C(C(=O)O)N2 (stereo not drawn)	40	63*	-2	2	12	-2	9	-1	11
COc1ccc(-c2nc(CS(=O)CC(=O)N3CCC4(CC3)OCCO4)c(C)o2)cc1 (stereo not drawn)	5	-3	3	-1	18	0	7	1	0
CCCCC(=O)N/N=C/c1c(O)n(CCc2ccccc2)c(=O)[nH]c1=O	-6	32	2	0	9	-18	3	21*	1
CCCCn1c(=O)c(C(=O)Nc2ccccc2S(N)(=O)=O)c(O)c2ccccc21	-8	1	-5	1	13	-1	4	-1	-3

Ordered by formula weight (ascending): part of the list above.
SMILES	14-3-3 Bad inh	Hck-Nef inh	thrombin 1536	Runt-SMMHC FRET	FXIIa inh 1536	hK5 inh	FXIa inh	Wee1 degr inh	Runt-CBFb FRET
CCCCc1ccc2[nH]cc(CCN)c2c1	3	1	0	0	12	-8	0	-1	-4
Cc1ccccc1NC(=O)NCCN1CC1	7	11	-1	0	4	-3	-1	0	1
C[N+]12CCC(CC1)C(C#N)(N1CCOCC1)C2 (stereo not drawn)	6[fluorescence artefact?]	0	-3	2	-1	3	-6	0	-11
COc1cccc(C2(O)CCN(Cc3ccncc3)CC2)c1	-10	23	-10	.	6	-1	-3	-3	.
Cc1nn(Cc2c(Cl)cccc2Cl)c(Cl)c1C(=O)O	-6	0	-7	-1	6	-1	-2	8	0
COc1ccc(CN2C(=O)NC(=O)/C(=C\c3ccco3)C2=O)cc1	0	32	-8	-1	9	-11	0	-2	8
CCCCC(=O)N/N=C/c1c(O)n(CCc2ccccc2)c(=O)[nH]c1=O	-6	32	2	0	9	-18	3	21*	1
CCN(CC)CCCN=Cc1c(O)n(-c2ccccc2F)c(=O)[nH]c1=O	12	-2	-5	-4	-9	1	-8	36*	-2
O=C(C1CCN(S(=O)(=O)c2ccccc2)CC1)N1CCC2(CC1)OCCO2	4	1	-1	2	9	1	4	2	2
Cc1ccc(-n2c(O)c(C=Nc3ccc(Br)cn3)c(=O)[nH]c2=O)cc1	-3	23	4	-56	6	20	-2	-2	-10
COc1ccc2c(c1OC)C(=O)OC2c1c(O)n(Cc2ccc(F)cc2)c(=O)[nH]c1=O (stereo not drawn)	0	-3	-1	1	-2	-24	-4	0	5
Nc1c(C(=O)NCCc2ccccc2)c2nc3ccccc3nc2n1CCN1CCOCC1	76*[fluorescence artefact?]	53*	-1	91*	4	-9	4	-1	58*
Cc1nn(Cc2ccccc2)c(C)c1C(=O)OCC(=O)Nc1cc(S(C)(=O)=O)ccc1Cl	6	26	-10	1	2	-3	-8	0	-1
CCN(CC)C(=O)c1ccc2c(c1)C1C(Cl)C(Sc3ccccc3[N+](=O)[O-])CC1C(C(=O)O)N2 (stereo not drawn)	40	63*	-2	2	12	-2	9	-1	11
Cc1c(C(c2ccc(Br)cc2)c2c(O)c3ccccc3oc2=O)c(=O)n(-c2ccccc2)n1C (stereo not drawn)	1	-8	6	-3	9	-9	0	2	-1
